Nrf2 block = inhibitors of Nrf2 signaling. A549 ARE-Fluc reporter, luciferase luminescence, 18-24 h. Potency, µM (doses to about 46 µM), for inactives: at the highest dose activity change, negative = inhibition, usual class: inhibitors. actives 2.1% (n = 360,000). AID 504444; further: potency means the concentration at half of the fitted maximal effect; on the % scale 0 is the no-effect control and ±100 the full control effect; nearly all actives have a fitted effect of over 60% in size
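A549 ARE_Fluc cells (5000/well, 5% FBS OPTI-MEM) pre-incubated 2 h, then treated with compounds 18-24 h at 37C/5% CO2 in concentration-response. CellTiter-Fluor viability read first; BugLite luciferase luminescence after 15 min at room temperature gives Nrf2 activity.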
IL2 activator = activators of IL-2 | IL-2 activation reporter assay, cell-based qHTS; stimulated with anti-CD3/CD4/CD28 beads; in transgenic mouse T cells | activation, % (series mostly up to about 46 µM) | actives 0.065% (n = 360,000) | AID 652025; in the data active means activation above about 50%; inconclusive means mostly about 30% to 49%; further: 0% is about no effect
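Unstimulated transgenic mouse T cells preincubated 60 min with compound, then stimulated with anti-CD3/anti-CD4-coated beads plus anti-CD28 for 18 h at 37 degrees C. IL-2 response read as EGFP and DsRed fluorescence by plate cytometry.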
TGFb inhibitor = blocks TGF-b signaling. actives 1.2% (n = 410,000). HepG2 CAGA-GFP TGF-b/SMAD3 reporter, GFP fluorescence, 18 h; TGF-beta stimulated, 500 pg/mL final. Potency, µM (doses to about 46.1 µM), for the others: at the top dose activity, negative = inhibition, actives largely listed as inhibitors; further: potency means the concentration at half of the fitted maximal effect; on the % scale 0 is the no-effect control and ±100 the full control effect; nearly all actives have a fitted effect of over 65% in size
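Read-out: total well GFP (ex488/em500-530) summed from mean per-cell fluorescence. Cells: HEPG2 CAGA-GFP, 1% FBS DMEM, 18 h at 37 degrees C with 500 pg/mL final TGF-beta. Unstimulated wells served as the full-inhibition control; stimulated DMSO wells = 0%.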
A549 tox = kills or reduces viability of A549 cells in Nrf2 counter-screen; Potency, µM (highest dose often 46 µM), for the others: at the top dose activity change, negative = cytotoxicity, most hits filed as inhibitors; actives 0.16% (n = 390,000); A549 ARE-Fluc cells, CellTiter-Fluor viability, 18-24 h; AID 504648; further: potency means the concentration at half of the fitted maximal effect; on the % scale 0 is the no-effect control and ±100 the full control effect
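Cytotoxicity counterscreen: CellTiter-Fluor fluorescence was measured in A549 ARE_Fluc cells after 18-24 h of compound exposure in a concentration series. The subsequent BugLite luminescent read reports ARE-luciferase activity.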
EPAC2 agonist = agonists of human EPAC2 (RAPGEF4); Q8WZA2; EPAC2 activation, biochemical qHTS; response scale: 100% = 6.5 mM cAMP response; Potency, µM (doses to about 154 µM), inactives show at the highest dose activation, hits mostly activators; actives 0.079% (n = 360,000); AID 720711; further: potency means the concentration at half of the fitted maximal effect; nearly all actives have a fitted effect of over 50% in size
Target sequence (Q8WZA2 whole entry, looked up): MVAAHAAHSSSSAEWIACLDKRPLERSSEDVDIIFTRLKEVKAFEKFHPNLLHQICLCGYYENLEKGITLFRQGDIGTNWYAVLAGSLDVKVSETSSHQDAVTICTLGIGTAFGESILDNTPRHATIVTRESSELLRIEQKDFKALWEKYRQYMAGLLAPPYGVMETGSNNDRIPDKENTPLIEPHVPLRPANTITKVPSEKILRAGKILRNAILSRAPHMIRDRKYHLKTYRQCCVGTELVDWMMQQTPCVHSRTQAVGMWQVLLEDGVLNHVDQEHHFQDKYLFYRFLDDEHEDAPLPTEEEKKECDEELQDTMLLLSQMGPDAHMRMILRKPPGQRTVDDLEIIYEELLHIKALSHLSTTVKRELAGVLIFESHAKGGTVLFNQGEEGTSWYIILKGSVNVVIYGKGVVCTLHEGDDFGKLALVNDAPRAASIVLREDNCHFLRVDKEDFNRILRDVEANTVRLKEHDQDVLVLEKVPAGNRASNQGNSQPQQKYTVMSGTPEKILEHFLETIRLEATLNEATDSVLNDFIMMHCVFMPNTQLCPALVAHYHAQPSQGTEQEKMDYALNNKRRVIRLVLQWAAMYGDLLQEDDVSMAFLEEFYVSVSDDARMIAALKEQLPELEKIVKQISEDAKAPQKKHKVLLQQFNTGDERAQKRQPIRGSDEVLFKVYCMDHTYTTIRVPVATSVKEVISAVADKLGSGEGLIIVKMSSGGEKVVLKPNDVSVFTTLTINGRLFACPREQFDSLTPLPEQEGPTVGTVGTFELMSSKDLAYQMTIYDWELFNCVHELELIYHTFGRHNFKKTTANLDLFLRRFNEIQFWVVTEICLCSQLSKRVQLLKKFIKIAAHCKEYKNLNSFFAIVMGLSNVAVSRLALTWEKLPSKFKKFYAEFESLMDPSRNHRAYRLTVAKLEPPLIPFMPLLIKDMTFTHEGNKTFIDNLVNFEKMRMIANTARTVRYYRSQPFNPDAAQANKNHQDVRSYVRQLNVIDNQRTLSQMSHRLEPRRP
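Exchange assay: 100 nM EPAC2 with 250 nM Rap1B-BODIPY-GDP and 50 uM GDP. Fluorescence (ex 480/em 540 nm) read every 5 min for 30 min at room temperature. Data normalized to 6.5 mM cAMP as agonist control.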
ATXN2 expr inh = ATXN2 expression inhibition; HEK-293 ATXN2-luciferase reporter, luminescence, 24 h; AID 1745845; actives 0.72% (n = 360,000); Potency, µM (top dose mostly 57 µM), without a hit: top-dose activity change, negative = inhibition, actives largely listed as inhibitors; further: potency means the concentration at half of the fitted maximal effect; on the % scale 0 is the no-effect control and ±100 the full control effect; nearly all actives have a fitted effect of over 55% in size
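qHTS (up to 57 uM final) was run with 24 h compound exposure of reporter cells at 37 °C. Each well was multiplexed: SteadyGlo luminescence measured ATXN2-luciferase expression after a fluorogenic Gly-Phe-AFC viability readout (25 uM final).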
HepG2 viability = HepG2 cytotoxicity, counter-screen for TGF-b inhibitors | HepG2 CAGA-GFP viability, ATP luminescence, 18 h | actives 0.76% (n = 410,000) | Potency, µM (doses to about 46.1 µM), for inactives: at the top dose activity change, negative = cytotoxicity, usual class: cytotoxic | AID 588856; further: potency means the concentration at half of the fitted maximal effect; some results filed as inactive show a strong effect at the top dose
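HepG2 CAGA-GFP cells (1000/well, DMEM with 1% FBS) received compound, then TGF-beta at 500 pg/mL final, and were incubated 18 hours at 37 degrees C. Viability was read by CellTiter-Glo luminescence. Media-only wells were set as complete cell-killing and DMSO as no toxicity.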
Nrf2 ARE act = activates Nrf2 signaling. AREc32 ARE-luciferase reporter (MCF7-derived line), luminescence, 24 h. Potency, µM (doses to about 46.1 µM), for the others: at the highest dose activation, actives largely listed as activators. actives 0.31% (n = 410,000). AID 624171; further: potency means the concentration at half of the fitted maximal effect; % of control where 0% means no effect; nearly all actives have a fitted effect of over 65% in size
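Each well held 1000 AREc32 cells, which were incubated with compound for 24 hr at 37 deg C after overnight attachment, and ARE reporter activity was quantified by firefly luciferase luminescence.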
S2 tox = viability counter-screen for ATXN expression inhibitors. Potency, µM (titrated, usually from 56.7 µM), hits mostly cytotoxic. S2 cells (HEK-293 line with an ATXN2-luciferase reporter) viability, CellTiter-Fluor protease fluorescence, 24 h. actives 0.49% (n = 400,000). AID 651635; further: potency means the concentration at half of the fitted maximal effect; nearly all actives have a fitted effect of over 40% in size
Active calls of the source: *; i = inactive; ? = inconclusive; . = no result given; & = joins results of further samples; ! = repeats disagree; [ ] = remark or other dose. Unless noted, the call rests on the fitted dose curve; in most records, active means well fitted curve in the direction sought with a large enough effect; inconclusive means small, poorly fitted or top-dose-only effect, or another doubt; inactive means no such curve, though single readings can be large; an effect the other way counts as inactive or inconclusive.

SMILES	Nrf2 block	IL2 activator	TGFb inhibitor	A549 tox	EPAC2 agonist	ATXN2 expr inh	HepG2 viability	Nrf2 ARE act	S2 tox
CCC(C)NC(=O)C1=C(C)C(=O)OC12CCC(C)CC2 (stereo not given)	11%	-1.7	-6%	1%	-2%	1%	-20%	-1.3%	i
CC1CCN(C(=O)CC(NC(=O)c2ccccc2Cl)c2ccccc2)CC1 (stereo not given)	0%	0.3	22%	2%	-4%	5%	-3%	0.1%	i
COCc1cc(C)nc(SCC[N+](C)(C)CC(=O)Nc2cccc(C)c2)c1C#N	19%	-2.0	0%	0%	11%	-17%	-3%	-0.4%	i
CC(=O)c1ccc(CCCCc2ccc(C(C)=O)cc2)cc1	2%	0.0	3%	1%	2%	-13%	-7%	3.5%	i
Cc1ccn(CCC(=O)NC2CCCc3c2cnn3-c2cccc(C)c2C)n1 (stereo not given)	-16%	-1.7	-28%	-3%	-6%	0%	2%	0.1%	i
Cc1ccc(S(=O)(=O)NC(C)(C)CN2CCNCC2)cc1	8%	-0.4	5%	-2%	-10%	-11%	0%	0.0%	?
COc1cc(/C=C/[N+](=O)[O-])ccc1OC(=O)c1cc2ccccc2oc1=O	-12%	-3.0	3%	1%	3%	4%	-1%	3.1%[9.22 µM]	i
O=C(CN1CCN(C(=O)c2c(F)cccc2F)CC1)Nc1ccccc1F	?	-0.2	1%	0%	-4%	3%	-14%	-0.6%	i
O=C(N/N=C\CCc1ccccc1)c1ccco1	22%	-0.3	-2%	5%	0%	23%	8%	9.2%	i
O=C(CN1C(=O)C(=O)N(C2CCCC2)C1=O)Nc1ccc(Cl)cc1C(F)(F)F	16%	-2.8	14%	-3%	26%	-20%	2%	-0.7%	?
Cc1c(OC(C(=O)O)c2ccccc2)ccc2c(-c3ccccc3)cc(=O)oc12 (stereo not given)	3%	0.1	1%	4%	-5%	-9%	-13%	-0.9%	i
CC(OC(=O)CCCC(=O)Nc1ccccc1)C(=O)c1ccccc1 (stereo not given)	13%	-0.2	-1%	2%	17%	-10%	-8%	-0.4%	i
COc1ccc(-n2nc3ccc(NC(=O)c4ccc(-c5cc(Cl)ccc5Cl)o4)cc3n2)cc1	?	.	-6%	3%	.	4%	-14%	5.6%	i
COc1ccccc1N1C(=O)S/C(=C\c2ccc(C)s2)C1=O	5%	88*	7%	-2%	4%	.	9%	5.4%	i
Cc1ccc(-n2ncc3c(NCCCn4ccnc4)ncnc32)c(C)c1	6%	0.6	9%	-2%	10%	-8%	-5%	1.8%	i
COc1cccc(CNCCc2c[nH]c3ccccc23)c1OCc1ccc(F)cc1	-19%	-0.7	?	-4%	4%	20µM*	13µM*	3.8%	?
O=C(CCS(=O)(=O)c1ccc(F)cc1)Nc1nnc(-c2ccc(F)cc2)o1	2%	-0.5	?	0%	-5%	-6%	-54%	?	i
CCn1ncc([N+](=O)[O-])c1C(=O)NC1CCCCC1	4%	3.6	-7%	11%	10%	.	-30%	4.9%	i
O=C(CN1C(=O)c2ccccc2S1(=O)=O)NCCSc1ccccc1	10%	2.8	9%	-18%	-3%	-2%	1%	-0.5%	i
Cc1ccc(CCNC(=O)CCSCc2ccc(Cl)cc2)cc1	-6%	-1.9	-8%&-23%	16%&6%	6%	-17%	-18%&-24%	-1.5%&-0.1%	i
O=C(NCCCN1CCOCC1)c1cc(Cl)ccc1Cl	1%	-0.3	6%	-1%	3%	7%	1%	-0.5%	i
CCn1c(SCc2ccc([N+](=O)[O-])cc2)nnc1C(C)NC(=O)c1ccccc1Br (stereo not given)	-5%	-1.4	0%	-10%	7%	-8%	1%	-0.1%	i
Cc1cc(/C(N)=N/OC(=O)c2ccccc2Cl)no1	?	-0.2	-5%	0%	2%	1%	5%	6.9%	i
Cn1c(O)c(N=NC(=O)c2ccccc2O)c2ccccc21	5%	-0.9	-1%	-22%	3%	47%[activator]	-8%	17%	i
CCOc1ccc(CN2CCN(Cc3ccon3)CC2CCO)cc1 (stereo not given)	-10%	0.1	-13%	2%	2%	-3%	-11%	-0.4%	i

Some of the entries so far, field by field:
O=C(CN1C(=O)c2ccccc2S1(=O)=O)NCCSc1ccccc1
  Nrf2 block: 10%; IL2 activator: 2.8; TGFb inhibitor: 9%; A549 tox: -18%; EPAC2 agonist: -3%; ATXN2 expr inh: -2%; HepG2 viability: 1%; Nrf2 ARE act: -0.5%; S2 tox: i

Cc1ccc(CCNC(=O)CCSCc2ccc(Cl)cc2)cc1
  Nrf2 block: -6%; IL2 activator: -1.9; TGFb inhibitor: -8%&-23%; A549 tox: 16%&6%; EPAC2 agonist: 6%; ATXN2 expr inh: -17%; HepG2 viability: -18%&-24%; Nrf2 ARE act: -1.5%&-0.1%; S2 tox: i

The listing continues.
SMILES	Nrf2 block	IL2 activator	TGFb inhibitor	A549 tox	EPAC2 agonist	ATXN2 expr inh	HepG2 viability	Nrf2 ARE act	S2 tox
COc1ccccc1N1CCN(CC(=O)Nc2ccnn2C2CCCC2)CC1	?	-0.1	-4%	12%	13%	-18%	2%	1.6%	?
Cc1ccc(CNS(=O)(=O)c2c(C)nc3sc(C)cn3c2=O)cc1	-3%	.	15%	2%	.	.	-5%	-0.1%	.
CCCSc1oc(-c2ccco2)nc1S(=O)(=O)c1ccc(Br)cc1	-13%[9.27 µM]	.	?	-5%	.	-5%	-16%	0.4%	i
Cc1cccc2sc(N(CCCN(C)C)C(=O)c3ccc(Cl)s3)nc12	?	-0.4	?	-2%&7%	11%	22µM*!	-17%&-98%	11%&-0.1%	?
Cc1ccc(S(=O)(=O)N(C)C)cc1NC(=O)COC(=O)c1ccc2c(=O)n3c(nc2c1)CCC3	?	-2.7	-1%	1%	-2%	9%	6%	-0.1%	?
CCCCCCCCN=C1NC(=O)CS1	-20%	-0.9	17%	-9%	-3%	2%	-6%	-0.5%	i
COc1ccc(CNc2nc3nc(C)c(Cl)c(C)n3n2)cc1OC	-8%	0.5	-9%	14%	-7%	-3%	3%	-0.5%	i
CCCC1NC(=O)c2cc3ccccc3cc2-n2c1nc1ccc(F)cc1c2=O (stereo not given)	.	-3.2	-10%	.	-4%	?	-31%	0.6%	?
CN(C)C(=O)c1cc2c(c(-c3cccc(-c4ccccc4F)c3)n1)[C@@H](CCO)N(S(C)(=O)=O)C2	.	0.5	.	.	11%	2%	.	-0.6%	i
CC1(OC(=O)C2CCCC2)C(=O)C=C2C=C(c3ccsc3)N(C3CC3)C=C2C1=O (stereo not given)	-12%	1.5	16%	-5%	11%	-14%	-39%	0.1%	i
O=C(CS(=O)(=O)c1ccc(F)cc1)Nc1nnc(-c2ccccc2Cl)o1	3%	-3.5	-23%	-17%	-2%	3%	-5%	-0.3%	?
CCCOC(=O)c1cc(-c2ccc(/C=C3/C(=O)N(C)C(=O)C(C#N)=C3C)o2)ccc1Cl	14%	-1.5	?	-15%	-12%	33%	6%	2.4%	i
CC12CCC(C(=O)n3c1nc1ccccc13)C2(C)C (stereo not given)	-5%	-2.5	-12%	3%	9%	0%	-27%	-0.4%	i
CCCCNC(=O)c1ccc(S(=O)(=O)c2ccc(Cl)cc2)c(NC(C)=O)c1	2%	-0.3	-5%	20%	4%	6%	-6%	-0.4%	i
CC(C)(C)NC(=O)c1ccc2c(c1)N(CC(=O)NC1CCCC1)C(=O)C(C)(C)O2	2%	-1.0	3%	-4%	1%	3%	13%	0.5%	i
Cc1nc(SCC(=O)NCc2ccco2)[nH]c(=O)c1C	?	-0.6	-1%	-2%	14%	14%	-3%	2.5%	i
Cc1ccc(O)c(N=Nc2ccccc2)n1	15%	0.3	1%	-4%	9%	-23%	-12%	9.9%	?
O=C(c1cnc2ccccc2n1)N1CCN(c2ccc(C(F)(F)F)cn2)CC1	-28%	1.1	-6%	-12%	2%	-25%	-2%	0.3%	i
COc1ccc(-n2c(Cc3cccn3C)nnc2SCC(=O)Nc2ccc(C(C)=O)cc2)cc1	9%	1.4	-9%	-5%	5%	10%	1%	3.2%	i
COc1cc(/C=N/Nc2nc3c(c(=O)n(C)c(=O)n3C)n2Cc2ccccc2)ccc1OC(=O)c1ccco1	?	-4.2	-2%	?	11%	?	-48%	0.6%	?
Cc1nn(-c2nnc(C)c(=O)[nH]2)c(C)c1SCC(=O)Nc1ccc(C(C)C)cc1	-6%	0.7	?	-1%	?	9%	-10%	0.0%	i
CC(O)CNc1nc2sc3c(c2c(=O)n1Cc1ccco1)CCCCC3 (stereo not given)	?	0.4	0%	1%	9%	21%	-30%	4.8%	i
Cc1ccccc1N1CCN(C(=O)c2cc(-c3ccccc3)nc3c2cnn3C(C)C)CC1	.	0.8	-3%	.	-3%	.	-1%	0.4%	?
CCc1cccc(CC)c1NC(=O)COC(=O)C1(c2ccc(Cl)cc2)CCCC1	-7%	0.2	?	3%	-7%	-6%	-113%	-0.2%	i
COc1ccc(N(CC(=O)N/N=C/c2ccco2)S(=O)(=O)c2ccccc2)cc1	0%	-2.3	3%	2%	-4%	6%	-23%	4.5%	i
COc1cccc(C(=O)Nc2cccc(-c3nc4ncccn4c3C)c2)c1	.	.	-2%	28%	.	.	-2%	5.3%	.
CCC(Sc1nccn1C)C(=O)Nc1cccc2ccccc12 (stereo not given)	11%	-0.9	-6%	0%	3%	1%	0%	2.4%	i
Cc1cc(Nc2ccc(C(C)C)cc2)n2ncnc2n1	-21%	-2.9	39%[activator]	-3%	2%	7%	18%	7.5%	i
CN(C(=O)CCN1C(=O)/C(=C/c2ccccc2)SC1=S)C1CCS(=O)(=O)C1 (stereo not given)	0%	-2.0	5%	0%	5%	17%	-7%	-0.3%	?
COc1ccc(OC)c(NC(=O)CCCc2nnc3n(C(C)C)c(=O)c4sccc4n23)c1	7%	.	-1%	-2%	.	.	-2%	0.4%	.

Screening results from PubChem BioAssay.
